Cycloheximide cs: counter-screen hit for Shiga toxin inhibitors, cycloheximide. 12% of 300,000 active. cell reporter, cycloheximide protein synthesis inhibition counterscreen. max response, %; in the data active = max response mostly above about 13%, no sharp cut-off; inactive = mostly below about 14%; note: read at 38.3 µM for the half of the compounds with a filed dose; 0% is about no effect
Sm TGR block: blocks Schistosoma mansoni thioredoxin glutathione reductase. Q962Y6. purified TGR, DTNB reduction, TNB absorbance 405 nm. Potency, µM (top dose mostly 114 µM), for the others: at the highest dose activity change, negative = inhibition, most hits filed as inhibitors. 3% of 360,000 active; note: potency is the fitted concentration of half-maximal effect; % is set by controls: 0 for no effect and ±100 for the full control effect; nearly all actives have a fitted effect of over 60% in size
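First, TGR (20 nM dispensed) and NADPH were mixed with compound. Second, a 15 min room-temperature incubation followed. Third, further NADPH and then DTNB were added to start the reaction. Finally, TNB absorbance was monitored kinetically.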
Pf growth 48h: P. falciparum growth inhibition at 48 hours (one generation) | P. falciparum luciferase growth in erythrocytes, 48 h | Potency, µM (titrated, usually from 28.7 µM), without a hit: at the top dose activity change, negative = inhibition, actives largely listed as inhibitors | 5.9% of 310,000 active | AID 504832; note: potency is the fitted concentration of half-maximal effect; % is set by controls: 0 for no effect and ±100 for the full control effect
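Luminescence readout; reporter = integrated firefly luciferase in P. falciparum. RBC culture at 2% hematocrit, 0.1% parasitemia final, 37 C/5% CO2; decreased signal taken as growth inhibition.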
Pf growth 96h: inhibits malaria parasite growth, 96 h; AID 504834; P. falciparum luciferase reporter growth, 96 h; Potency, µM (doses to about 28.7 µM), inactives show at the highest dose activity change, negative = inhibition, most hits filed as inhibitors; 6.9% of 320,000 active; note: potency is the fitted concentration of half-maximal effect; % is set by controls: 0 for no effect and ±100 for the full control effect
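P. falciparum expressing integrated firefly luciferase grown in erythrocytes (2% hematocrit, 0.05% parasitemia final) with compounds for 96 hours at 37 C, 5% CO2. Growth inhibition read as loss of luminescence after adding luciferase detection reagent.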
FBPA Giardia inh: blocks Giardia fructose-bisphosphate aldolase activity; purified Giardia FBPA; 0.71% of 290,000 active; Potency, µM (doses to about 59.6 µM), for inactives: at the top dose activity, negative = inhibition, most hits filed as inhibitors; note: potency is the fitted concentration of half-maximal effect; % is set by controls: 0 for no effect and ±100 for the full control effect; nearly all actives have a fitted effect of over 55% in size
Target sequence (A8B2U2 whole entry, looked up): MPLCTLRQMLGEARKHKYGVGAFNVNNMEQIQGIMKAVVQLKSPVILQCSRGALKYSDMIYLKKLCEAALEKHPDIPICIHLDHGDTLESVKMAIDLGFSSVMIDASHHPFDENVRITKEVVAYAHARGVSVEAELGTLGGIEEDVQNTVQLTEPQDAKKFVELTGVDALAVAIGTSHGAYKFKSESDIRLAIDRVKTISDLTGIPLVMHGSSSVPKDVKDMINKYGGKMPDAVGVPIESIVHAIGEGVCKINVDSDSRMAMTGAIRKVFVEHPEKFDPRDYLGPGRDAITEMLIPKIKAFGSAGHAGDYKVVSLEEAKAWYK
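Giardia FBPA (40 nM reagent) was preincubated 10 min at RT with compound (up to 57.5 uM final), then substrate plus GAPDH/TPI/NAD/arsenate coupling system with diaphorase/resazurin was added; resorufin fluorescence (525/598 nm) was read after 20 min.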
Shiga toxin inh: Shiga toxin inhibition; Vero cells, Shiga toxin protein synthesis inhibition reporter; inhibition, % at 38.7 µM; 9.2% of 290,000 active; AID 2315; in the data active = inhibition mostly above about 28%, no sharp cut-off; inactive = mostly below about 43%; note: 0% is about no effect
An asterisk follows results filed as active; ? = inconclusive; nt = not tested or not shown; & = joins results of further samples; [ ] = remark or other dose. Unless noted, calls come from the whole dose curve; as a rule, active = well fitted curve in the direction sought with a large enough effect; inconclusive = small, poorly fitted or top-dose-only effect, or another doubt; inactive = no such curve, though single readings can be large; an effect the other way counts as inactive or inconclusive.

Every second line gives: Cycloheximide cs, Sm TGR block, Pf growth 48h, Pf growth 96h, FBPA Giardia inh, Shiga toxin inh
> O=C(NC(C(=O)N/N=C/c1ccccc1)c1n[nH]c(=O)c2ccccc12)c1ccccc1 (stereo not drawn)
→ 19, -18%, ?, 29%, -1%, 13
> Cc1cc(C)cc(N2C(=O)C3CCCN3C2=S)c1 (stereo not drawn)
→ 9, 8%, -7%, 26%, 14%, 12
> COc1ccc(Br)cc1CNC(=O)C1CCN(c2nnc(N3CCCC3=O)s2)CC1
→ -10, 4%, ?, 25%, nt, -16
> Cc1ccc(C)c(-n2c(N)c(C(N)=O)sc2=S)c1
→ -1, -1%, 0%, 16%, -6%, 16
> Cc1ccc(OCC(=O)Nc2cccc(S(=O)(=O)N3CCOCC3)c2)c([N+](=O)[O-])n1
→ 0, -9%, ?, -32%[5.75 µM], 2%, -2
> O=c1c(-c2ccccc2Cl)coc2c(CN3CCCCC3)c(O)ccc12
→ 1, ?, ?, ?, -1%, -6
> O=C(Nc1ncc(C(F)(F)F)cc1Cl)C1COc2ccccc2O1 (stereo not drawn)
→ 20, -1%, 0%, ?, -1%, 30
> CCN(CCn1cccn1)C(=O)CC1C(=O)NCCN1Cc1ccc(F)c(F)c1 (stereo not drawn)
→ -2, ?, 3%, ?, -14%, -3
> COc1cccc(CNC(=O)Cc2ccc(S(=O)(=O)N3CCOCC3)s2)c1
→ nt, -8%, ?, -18%, nt, nt
> COc1ccc(S(=O)(=O)NCc2cc(-c3ccccc3Cl)no2)cc1
→ -5, -14%, 10µM*, -13%, 10%, -12
> O=C(Cc1ccc(S(=O)(=O)N2CCOCC2)s1)N1CCN(S(=O)(=O)c2cccc(Cl)c2)CC1
→ nt, -17%, 12µM*, ?, nt, nt
> COc1ccccc1C(=O)NCC(=O)N1CCN(S(=O)(=O)c2ccccc2C(F)(F)F)CC1
→ nt, -3%, ?, 8.3µM*, nt, nt
> CCOC(=O)C1(Cc2cccc(Cl)c2)CCCN(C(=O)c2cc(CC)on2)C1 (stereo not drawn)
→ 43*, 6%, ?, -4%, nt, 62*
> Cc1c(C(=O)NC2=NCCS2)oc2ccccc12
→ 33*, -2%, 164%[activator], 16%, -11%, 56*
> CCOc1ccc(C2SCC(=O)Nc3c2c(=O)[nH]n3C2CCCCCC2)cc1 (stereo not drawn)
→ -1, -26%, -6%, ?, 8%, -3
> Cc1ccc(NC(=O)COc2ccc(/C=N/NC(=O)CSCc3ccccc3)cc2)cc1
→ 1, 0%, ?, 4%, 0%, 11
> O=C(N/N=C/c1cc2cc3c(cc2nc1Cl)OCO3)c1ccncc1
→ -1, 5%, 26%, 13%, -1%, -8
> O=C(CCN1CCc2ccccc2C1)c1ccc2c(c1)OCCO2
→ 51*, 0.28µM*, 13%, ?, -2%, 95*
> Cc1c(C(=O)N2CCCC2)nnn1-c1nonc1N
→ -3, 4%, 9%, nt, 4%, -7
> COc1ccc(OC)c(Nc2ccc(Nc3cc(OC)ccc3OC)nn2)c1
→ -4, -24%, ?, 9.3µM*, -12%, -6
> Cc1cc(-c2nnc(CCC(=O)N(CC3CCC3)CC3CCCO3)o2)no1 (stereo not drawn)
→ 44*, -7%, -3%, -13%, 0%, 78*
> COc1ccc(Cl)cc1NC(=O)CN(C)C(=O)c1cc2ccccc2cc1OC
→ nt, 2%, ?, ?, nt, nt
> COC(=O)C1=C(C(=O)OC)[C@@H]2N(C)c3ccccc3[C@@]23C[C@@H](C(=O)OC)N(C(=O)COCc2ccccc2)C3=N1
→ -5, 10%, 41%[activator], 65%[activator], -2%[12.9 µM], -8
> COc1ccc(/C(O)=C2/C(=O)C(=O)N(c3ccccn3)C2c2ccc(OC)c(OC)c2)cc1 (stereo not drawn)
→ -2, 5%, 15%, 2%, -12%, 45
> CC(=O)c1cnc(-c2ccccn2)s1
→ 34*, 2%, 10µM*, ?, -16%, 23
> C=CCn1c(Cc2cccs2)nnc1SCC(=O)NCc1ccco1
→ -2, -18%, nt, -21%, -7%, -15
> CC(=O)Nc1ccc(/C=C/c2nc(-c3ccccc3O)n[nH]2)cc1
→ 48*, 16%, 8%, 50%[activator], -15%, 57*
> COc1ccc(C2NC(=S)NC3=C2CCc2ccccc23)cc1OC (stereo not drawn)
→ 7, -26%, ?, ?, -26%, -17
> O=C(Cc1nc2ccccc2[nH]1)c1ccc(Cl)cc1
→ 23*, -7%, 2.3µM*, ?, -1%, 62*
> OCCN(Cc1ccccc1)Cc1ccccc1Cl
→ -2, -2%, 23%, 9%, ?, -7

Complete entries, looked up by structure:
O=C(CCN1CCc2ccccc2C1)c1ccc2c(c1)OCCO2 reads Cycloheximide cs: 51*; Sm TGR block: 0.28µM*; Pf growth 48h: 13%; Pf growth 96h: ?; FBPA Giardia inh: -2%; Shiga toxin inh: 95*
O=C(Cc1nc2ccccc2[nH]1)c1ccc(Cl)cc1 reads Cycloheximide cs: 23*; Sm TGR block: -7%; Pf growth 48h: 2.3µM*; Pf growth 96h: ?; FBPA Giardia inh: -1%; Shiga toxin inh: 62*

The listing continues.
Every second line gives: Cycloheximide cs, Sm TGR block, Pf growth 48h, Pf growth 96h, FBPA Giardia inh, Shiga toxin inh
> Cc1c(C)n(Cc2ccccc2)c2ncnc(N)c12
→ 1, 0%, -4%, ?, -5%, 28
> Clc1ccc(Sc2ccccn2)cc1
→ 15, 4%, 7%, 0%, ?, nt
> COc1ccc(-c2noc(CN3CCCC(OCc4ccccn4)C3)n2)cc1 (stereo not drawn)
→ 1, 35µM*, ?, ?, -12%, 3
> O=C(Nc1ccc2c(c1)OCCO2)C(=S)NCc1ccccc1
→ 49*, 11%, 287%[activator], 46%[activator], -5%, 82*
> O=C(CNCc1ccccc1Cl)NCc1ccco1
→ 1, nt, 21%, 50%, ?, 13
> CCOC(=O)c1cc2c(=O)n3cc(C)ccc3nc2n(Cc2cccnc2)c1=N
→ -2, 0%, 41%[activator], 136%[activator], 1%, 53
> COc1cc(OC)cc(C(=O)Nc2nnc(SCC(=O)NCC3CCCO3)s2)c1 (stereo not drawn)
→ 6, 7%, 4%, ?, nt, 4
> COc1ccccc1NS(=O)(=O)c1ccc(NC(=O)Cc2cccs2)cc1
→ -2, -17%, -1%, -13%, -2%, -7
> CCOc1ccccc1CN1CCC(n2nccc2NC(=O)C2CCCC2)CC1
→ -2, 5%, 12µM*, -11%, nt, 12
> Cc1cc(C)cc(OC(=O)C23CCC(C)(C(=O)O2)C3(C)C)c1 (stereo not drawn)
→ -3, 0%, -3%, ?, 0%, -2
> Cc1cccc(Oc2c([N+](=O)[O-])c(=O)n(C)c3ccccc23)c1
→ 6, 4µM*, -4%, ?, ?, -8
> CCCC(=O)n1nc(-c2cccnc2)nc1NCc1ccccc1
→ -2, 0%&6%, -11%, 4%, 2%, -11
> Cc1ccc(Cn2c(SC3CCOC3=O)nc3ccccc3c2=O)cc1 (stereo not drawn)
→ 1, 0%, 6%, 30%, -2%, -16
> Fc1ccccc1COc1ccc(C(=S)N2CCCC2)cc1
→ 34*, -1%, 0%, ?, 9%, 116*
> COCCNC(=O)C(C)Oc1ccc(Cl)cc1Cl (stereo not drawn)
→ -6, 2%, nt, 31%[activator], 1%, -9
> O=C(Cn1nnc2c(cnn2-c2ccc(F)cc2)c1=O)c1ccccc1F
→ 9, 7%, 0%, 34%[activator], 1%, 19
> O=C(c1ccccc1)N1CCN(C2CCCCCC2)CC1
→ 1, 9%, 4%, 31%, -3%, -13
> COc1ccc(C(=O)C2CCCN(C(=O)c3cc(C)on3)C2)cc1F (stereo not drawn)
→ 1, 0%, 42%[activator], ?, 15%, -2
> COc1ccc(C/C(C)=N/NC(=O)c2cccnc2)cc1
→ 27*, -9%, 3%, 37%[activator], -16%, 11
> CC1(c2ccc(Cl)cc2)NC(=O)N(CN2CCOCC2)C1=O (stereo not drawn)
→ -5, -5%, 1%, 40%[activator], -20%, 10
> COC(=O)c1ccccc1C(=O)N(Cc1cccnc1)CC1CCCN(C2CCCCC2)C1 (stereo not drawn)
→ 6, -2%, ?, 13µM*, -7%, 13
> O=C(COC(=O)/C=C/c1ccc2c(c1)OCO2)Nc1ccc(S(=O)(=O)N2CCCC2)cc1
→ -2, 8%, 1%, 2%, 3%, 14
> Cc1ccccc1CSc1nc2n(n1)C(c1cccs1)C1=C(CCCC1=O)N2 (stereo not drawn)
→ -4, 0%, nt, 239%[activator], -6%, -13
> CC(C(=O)NCc1ccccn1)c1ccc([N+](=O)[O-])cc1 (stereo not drawn)
→ 1, -11%, 1%, 3%[5.75 µM], 2%, -3
> COc1ccc(C2=NOC(C(=O)NC(C)C)C2)cc1 (stereo not drawn)
→ 2, 9%, 62%[activator], ?, 1%, 26*
> CCC(C)Sc1nc(C)nc2c1c(=O)n(C)c(=O)n2C (stereo not drawn)
→ -6, -14%, nt, 10µM*, -15%, -10
> COc1ccc(-n2c(SCC(=O)N3CCOCC3)nc(O)cc2=O)cc1
→ 6, -3%, 13%, 5.9µM*, nt, -15
> Cc1onc(-c2c(Cl)cccc2Cl)c1C(=O)N1C=CC(C(F)(F)F)=NCC1
→ 5, 7%, -9%, 0%, 10%, 15
> CSc1nsc2nc(=O)c(/C=C3\C=Nc4ccccc43)c(N)n12
→ 10, -23%, 7%, 37%[activator], 10%, 36
> C/C(CCc1ccco1)=N\NC(=O)CNc1c(Br)cc(Br)cc1Br
→ -9, 1%, 0%, ?, 2%, -10
> COc1cc(C2C(C#N)=C(N)Oc3n[nH]c(C)c32)ccc1OC(=O)c1ccccc1 (stereo not drawn)
→ -4, 0%, 3%, 17µM*, -1%, -11
> Cc1ccc(-c2cc(NC(=O)c3ccccc3)on2)cc1
→ 23*, 3%, 3%[0.00184 µM], 43%[activator], 1%, 94*
> Cc1sc2ccccc2[n+]1CC(=O)O
→ -1, 7%, ?, ?, ?, 26
> COc1ccc(C)cc1NC(=O)CSc1nnnn1Cc1ccccc1
→ -1, -2%, -8%, 0%, 0%, 11
> N#Cc1cccc(NC(=O)CSc2n[nH]c(=O)[nH]c2=O)c1
→ -2, -12%, -24%, ?, -6%, -8
> Cc1cc(N2CCN(c3ccccc3)CC2)n2c(n1)nc1ccccc12
→ -6, 6%, 5.9µM*, ?, 14%, -19
> COc1ccc(-c2nnc(SCC(=O)Nc3sc4c(c3C#N)CCCC4)n2-c2ccccc2)cc1
→ -1, -1%, 5%, 3%, 0%, 8
> COc1ccc(NC(=O)c2ccc(CNc3c(N4CCCC4)c(=O)c3=O)cc2)cc1Cl
→ -2, 5%, ?, ?, 0%, -19
> CCOC(=O)N1CCN(C(=O)c2ccc3nc4ccc(Cl)cc4c(=O)n3c2)CC1
→ -1, -1%, 5%, ?, -1%, -4
> C=CCn1c(SCc2cc(=O)n3ccsc3n2)nc2scc(C3CC3)c2c1=O
→ -5, 0%, ?, 4.1µM*, -5%, -6
> Cc1ccc(CC2CC(=O)N(c3ccncc3)C2=O)cc1 (stereo not drawn)
→ -3, 0%, -1%, -21%, -2%, 17
> OCC#CCSc1nnc(-c2cccc3ccccc23)o1
→ nt, -11%, 11%, 1%, nt, nt
> COc1ccc(-c2ccc(=O)n(Cc3c(F)cccc3Cl)n2)cc1
→ 23*, 10%, 12%, -22%, 4%, 48*
> O=C(CN1C(=O)/C(=C/c2cccc(Br)c2)SC1=S)NCCCN1CCOCC1
→ 8, -11%, 20%, 61%[activator], nt, 16
> O=C(c1sc2ccccc2c1Cl)N1CCN(c2ccccc2F)CC1
→ -1, 2%, 1%, ?, 2%, -19
> Cc1ccnc(Nc2nc3ccccc3s2)n1
→ 55*, nt, 179%[activator], 34%[activator], 0%, 77*
> Cc1cc(S(=O)(=O)NCC(C)C)ccc1OCC(=O)NCc1ccco1
→ -5, -2%, -9%, 1%, 5%, 6

Screening data from PubChem BioAssay.
